Screens from PubChem BioAssay.
All columns: NCI-60 one-dose screen, growth in % after 48 h at 10 µM unless noted; 100 = growth as untreated, 0 = no growth, -100 = all killed.
KM12: KM12 colon cancer cells | 5% of 82,000 active | AID 1794800
SNB-19: SNB-19 CNS cancer cells. AID 1794751. 2.5% of 81,000 active
SNB-75: SNB-75 CNS cancer | 5% of 79,000 active | AID 1794750
SF-295: SF-295 CNS cancer cells | 5.6% of 79,000 active | AID 1794758
SF-539: SF-539 CNS cancer. 6.8% of 81,000 active
SF-268: SF-268 CNS cancer cells | 3.1% of 82,000 active
HCC-2998: HCC-2998 colon cancer | 4.7% of 79,000 active
U251: U251 CNS tumor cells | 5.4% of 80,000 active | AID 1794753
HCT-116: HCT-116 colon cancer. 7.3% of 82,000 active. AID 1794798
An asterisk follows results filed as active; x = not tested or not shown; & = joins results of further samples. Rule for the calls: active = growth percent below 10; inactive = the rest.

entry	smiles	SNB-19	KM12	SF-295	HCC-2998	U251	SF-539	SF-268	SNB-75	HCT-116
1	O=C(O)CCNC(Cc1ccc(O)cc1)C(=O)O (centres undefined)	103&117	102&114	105&98	107&104	98&102	101&95	95&119	92&106	102&108
2	O=C1C=CC(=O)N1Cc1cccnc1	99	103	99	x	111	100	91	84	103
3	O=C1Nc2ccc(Cl)cc2/C1=N/c1nc(-c2ccc(Cl)cc2)cs1	11	1.7*	14	9.5*	-3.6*	-6.3*	22	26	3.2*
4	COC1=CC2ON(C(=O)c3ccccc3)C1C1C3(O)CCCc4cccc(c43)N3C(=O)COC213 (centres undefined)	98	98	107	99	100	94	93	68	98
5	O=c1[nH]c(Cl)nc2c1cnn2-c1ccccc1	x	19	85	91	100	77	93	83	31
6	O=C1C=CC(=O)N1c1ccc(F)cc1	114	108	95	106	102	109	117	98	106
7	COc1cc2c(/C=C3/C(=O)Nc4ccc(O)cc43)c(Cl)n(Cc3cc(OC)c(OC)c(OC)c3)c2cc1C	20	16	39	86	32	-17*	24	32	18
8	N=C1C(c2nc3ccccc3s2)=C(O)CN1c1cccc(C(=O)O)c1	91	65	98	x	103	97	108	106	79
9	O=C(N/N=C/c1ccc2ccccc2n1)c1ccc(OCc2nc3ccc(Cl)cc3[nH]2)cc1	95	101	103	106	100	96	107	89	97
10	O=C(Nc1ccc(C(=O)N2N=C(c3ccccc3)CC2=O)cc1)c1ccccn1	94	100	99	111	100	94	99	92	102
11	CCOC1=CC(=O)OC(c2ccccc2)C1 (centres undefined)	108	107	104	x	109	107	98	90	106
12	O=C(CN1C(=O)S/C(=C\c2ccc(Cl)cc2)C1=O)Nc1ccc(C(=O)/C=C/c2cc3ccccc3nc2Cl)cc1	94	98	89	104	93	93	100	x	72
13	CC(C)(C)c1cc(Br)c(O)c(CNc2ccccc2)c1	78	99	112	95	96	99	102	85	96
14	O=C(CNc1nc(-c2ccccc2)cs1)Nc1ccc(Cl)cc1	-100*	-84*	-97*	-95*	-87*	-99*	-49*	-45*	-41*
15	NS(=O)(=O)c1ccccc1N/C=C/C(=O)c1cc2cc(Br)ccc2oc1=O	98	105	101	107	99	90	97	77	95
16	O=S(=O)(O)c1ccc2c(N=Nc3ccccc3)c(O)ccc2c1	108	101	96	114	99	95	98	80	94
17	CCN(CC)c1ccccc1-c1ccccc1	104	108	105	111	104	x	105	96	107
18	CC1(C(=O)O)CCC(C(=O)Nc2ccccc2)C1(C)C (centres undefined)	106	102	89	104	108	100	98	102	95
19	Cc1ccccc1OCC(O)CN1CCN(c2cccc(Cl)c2)CC1 (centres undefined)	106	109	101	99	98	107	94	87	100
20	COc1ccc2c(c1)c(-c1nc(-c3cn(C)c4ccncc34)cs1)cn2C	21	-53*	55	-54*	-75*	57	89	120	-89*
21	COc1cc(CNC(=O)CCCC(C)=CCC/C=C/CCC=C(C)CC/C=C(\C)CCC=C(C)C)ccc1O	82	96	106	105	94	90	82	60	95
22	COc1ccc2nc(NC(=O)CSc3nnc4n3S(=O)(=O)c3ccccc3N4c3ccccc3)sc2c1	97	97	73	x	95	94	72	78	88
23	COc1cc2c(cc1OCCCOc1ccc(-c3cc4ccccc4c4ccccc34)cc1)N=C[C@@H]1CCCN1C2=O	-47*	-20*	-65*	2.3*	-79*	-58*	-61*	-78*	-23*
24	CC1(C)C(=O)/C(=C\c2ccccn2)C[C@]2(C)[C@H]3CC[C@@H]4[C@@H](C(=O)/C=C/c5ccccn5)CC[C@@]4(C)[C@]3(C)CC[C@@H]12	4.7*	-76*	-78*	-80*	-81*	-44*	9.8*	-4.0*	-70*
25	C=C1C(=O)O[C@H]2[C@H]1CC/C(COC(=O)NCc1cn(C)c3ccccc13)=C\CC[C@@]1(C)O[C@@H]21	54	40	63	49	0.2*	-35*	24	50	-97*
26	C[C@H]1[C@H](C)CC[C@]2(C(=O)O)CC[C@]3(C)C(=CC(=O)[C@@H]4[C@@]5(C)CCC(=O)C(C)(C)[C@@H]5CC[C@]43C)[C@H]12	95	106	93	105	93	94	96	69	82
27	CC1=C(C)C(=O)C(N2CCOCC2)=CC1=O	89	100	109	105	99	100	104	81	94
28	N#Cc1c(N)nc2c(nnn2-c2cccc(Cl)c2)c1N	89	101	103	114	79	85	81	85	84
29	Cc1cc(=O)[nH]c2c(C#N)cnn12	98	107	101	101	102	101	100	100	99
30	O=C(O)/C=C\C(=O)Nc1ccc2c(c1)C(Br)c1ccccc1-2 (centres undefined)	106	94	97	101	108	98	92	81	85
31	O=C(O)/C(Cl)=C/Cl	x	118	102	107	111	102	114	91	98
32	O=C(O)c1cc(S(=O)(=O)O)cc([N+](=O)[O-])c1O	102	97	104	100	90	107	96	89	101
33	O=C1S/C(=C\c2ccc(Br)cc2)C(=O)N1Cc1cc2ccccc2nc1Cl	105	101	95	103	103	101	96	88	103
34	O=C(N/N=C\c1ccc(Cl)c(Cl)c1)C(=O)N/N=C\c1ccc(Cl)c(Cl)c1	112	105	98	100	101	97	109	103	107
35	Cc1ccc2nc(NC(=O)CSc3nc(-c4ccccc4)c(C#N)c4nnc(C)n34)sc2c1	103	99	101	105	99	95	96	76	96
36	CCN(CC)CCCCCNc1cc(OC(=O)c2ccc(Cl)cc2)cc2cccnc12	103	111	120	85	105	104	114	90	84
37	O=Nc1ccc(O)c(=O)cc1	102	x	125	98	15	48	x	63	2.1*
38	COc1cccc(-c2nn(-c3ccccc3)cc2-c2ccnc(NCCCN)c2)c1	49	72	45	66	39	50	64	45	45
39	CC[C@]12C=CCN3CC[C@@]4(c5ccc(OC)cc5N(C)[C@H]4[C@@](O)(C(=O)OC)[C@@H]1OC(=O)CCCBr)[C@@H]32	89	100	87	94	87	92	83	93	87
40	COc1ccc(-c2nn(-c3ccc(NC(=O)c4cc(Cl)cc(Cl)c4)cc3)cc2-c2ccncc2)cc1Cl	83	30	-28*	50	39	48	63	72	56
41	O=c1cc(Cn2cc[n+](Cc3ccc4ccccc4c3)c2)c2c(ccc3ccccc32)o1	98	107	102	116	99	104	106	89	103
42	COc1cc(C2CC(c3ccc(Nc4nc(Nc5ccc(F)cc5)nc(Nc5ccc(Cl)cc5)n4)cc3)=NN2C(C)=O)cc(OC)c1OC (centres undefined)	74	71	339	89	63	85	90	55	55
43	COc1ccc(-c2csc(NC(=O)CSc3nc(N)cc(N)n3)n2)cc1	92	106	101	111	103	103	102	101	98
44	C=CCn1c(-c2ccc(/C=C/c3ccc(-c4nc5ccccc5[nH]4)cc3)cc2)nc2ccccc21	96	101	97	115	91	96	105	89	94
45	COc1ccc(-c2ccc(-c3ccc(C(=N)N)o3)o2)cc1	16	11	36	-49*	-29*	23	40	44	-5.2*
46	O=C1Nc2cc(-c3ccc(NS(=O)(=O)c4ccccc4)cc3)ccc2/C1=C/c1ccc[nH]1	98	47	99	92	98	76	92	99	82
47	COc1ccc2nc3ccccc3c(NCCNCC(C)O)c2c1 (centres undefined)	0.1*	9.5*	7.8*	-12*	1.3*	6.7*	8.6*	28	0.2*
48	COC(=O)c1ccc(-n2cc(CCCOS(=O)(=O)c3ccc(F)cc3)nn2)cc1	94	100	102	110	97	97	99	95	100
49	COc1ccc(CNC(=O)c2c(C)n([O-])c3cc(Cl)c(Cl)cc3[n+]2=O)cc1	102	103	101	116	97	108	101	104	98
50	Cc1ccc(N(CSc2ccc(Cl)cc2)CSc2ccc(Cl)cc2)cc1	79	18	11	88	48	16	25	106	39
51	O=c1cc(SCc2ccccc2Cl)[nH]c(=O)[nH]1	105	104	99	99	113	108	92	87	101
52	CC1(C)CSC(C)(C)C(=O)N1	107	104	115	x	104	102	93	78	112
53	OC(COc1ccc(Cl)cc1)CN1CCN(c2cccc(Cl)c2)CC1 (centres undefined)	102	106	101	x	99	94	105	91	91
54	Cc1ccc2c(N)c(C(=O)Nc3ccc(-c4ccccc4)cc3)sc2n1	63	77	46	101	85	68	101	54	30
55	CC1=NN(c2cc(Cl)c(S(=O)(=O)O)cc2Cl)C(=O)C1N=Nc1ccc(S(=O)(=O)O)cc1 (centres undefined)	103	115	100	128	112	106	107	85	100
56	CCOC(=O)CSC(=S)SCC(=O)OCC	105	100	103	105	104	94	113	83	99
57	CC(C)(C)[Si](C)(C)OCC1OC(n2cnc3c(N)ncnc32)C(O)C1O (centres undefined)	112	96	108	102	95	107	98	99	99
58	c1ccc(CNc2nnc(NCc3ccccc3)c3c2ncn3Cc2ccccc2)cc1	81	90	92	87	81	91	80	65	64
59	CCc1c(C(=O)N(CC)Cc2ccccc2)[nH]c(C)c1C(C)=O	108	107	105	110	106	113	109	96	108
60	Cc1ccc(S(=O)(=O)Nn2c3c(cc(-c4nc5ccccc5s4)c2=O)CCCCCC3)cc1	99	101	97	115	100	100	96	92	98

Complete entries as entered above.
COc1cc(C2CC(c3ccc(Nc4nc(Nc5ccc(F)cc5)nc(Nc5ccc(Cl)cc5)n4)cc3)=NN2C(C)=O)cc(OC)c1OC (centres undefined) is listed with SNB-19 = 74; KM12 = 71; SF-295 = 339; HCC-2998 = 89; U251 = 63; SF-539 = 85; SF-268 = 90; SNB-75 = 55; HCT-116 = 55
CCc1c(C(=O)N(CC)Cc2ccccc2)[nH]c(C)c1C(C)=O is listed with SNB-19 = 108; KM12 = 107; SF-295 = 105; HCC-2998 = 110; U251 = 106; SF-539 = 113; SF-268 = 109; SNB-75 = 96; HCT-116 = 108

The list goes on:
entry	smiles	SNB-19	KM12	SF-295	HCC-2998	U251	SF-539	SF-268	SNB-75	HCT-116
61	COc1ccccc1NS(=O)(=O)c1ccc(C)cc1	101	107	96	96	99	103	98	89	105
62	COc1cc(NC(=O)C(O)CN(C)Cc2ccc(C(F)(F)F)cc2)ccc1C#N (centres undefined)	95	107	99	106	99	111	102	103	100
63	CC1(C)NC2=C(C(Nc3cccnc3)N1)C(c1ccc(F)cc1)C(C(=O)c1ccc(N=[N+]=[N-])cc1)O2 (centres undefined)	98	100	97	108	95	95	95	89	91
64	C#Cc1ccc(-n2c(/C=C/c3ccc(O)cc3)nc3ncccc3c2=O)cc1	82	x	32	93	63	32	54	-1.1*	49
65	COc1ccc(-n2nnc(C(=O)O)c2-c2cc(OC)c(OC)c(OC)c2)cc1	104	105	x	99	96	103	115	96	100
66	CCC/C(=N\NC(N)=O)C(OC)OC	102	98	112	99	92	89	99	68	102
67	O=C(CCN1CCCC1)c1cccs1	97	118	109	100	102	98	106	52	101
68	Nn1c(-c2ccccc2)nc2c(-c3ccc(Cl)cc3)nc3ccc(Cl)cc3c2c1=O	108	98	83	447	86	98	87	86	63

Part of the list above in order of SMILES length, smallest number first.
entry	smiles	SNB-19	KM12	SF-295	HCC-2998	U251	SF-539	SF-268	SNB-75	HCT-116
67	O=C(CCN1CCCC1)c1cccs1	97	118	109	100	102	98	106	52	101
52	CC1(C)CSC(C)(C)C(=O)N1	107	104	115	x	104	102	93	78	112
66	CCC/C(=N\NC(N)=O)C(OC)OC	102	98	112	99	92	89	99	68	102
56	CCOC(=O)CSC(=S)SCC(=O)OCC	105	100	103	105	104	94	113	83	99
61	COc1ccccc1NS(=O)(=O)c1ccc(C)cc1	101	107	96	96	99	103	98	89	105
51	O=c1cc(SCc2ccccc2Cl)[nH]c(=O)[nH]1	105	104	99	99	113	108	92	87	101
53	OC(COc1ccc(Cl)cc1)CN1CCN(c2cccc(Cl)c2)CC1 (centres undefined)	102	106	101	x	99	94	105	91	91
59	CCc1c(C(=O)N(CC)Cc2ccccc2)[nH]c(C)c1C(C)=O	108	107	105	110	106	113	109	96	108
54	Cc1ccc2c(N)c(C(=O)Nc3ccc(-c4ccccc4)cc3)sc2n1	63	77	46	101	85	68	101	54	30
58	c1ccc(CNc2nnc(NCc3ccccc3)c3c2ncn3Cc2ccccc2)cc1	81	90	92	87	81	91	80	65	64
64	C#Cc1ccc(-n2c(/C=C/c3ccc(O)cc3)nc3ncccc3c2=O)cc1	82	x	32	93	63	32	54	-1.1*	49
65	COc1ccc(-n2nnc(C(=O)O)c2-c2cc(OC)c(OC)c(OC)c2)cc1	104	105	x	99	96	103	115	96	100
68	Nn1c(-c2ccccc2)nc2c(-c3ccc(Cl)cc3)nc3ccc(Cl)cc3c2c1=O	108	98	83	447	86	98	87	86	63
60	Cc1ccc(S(=O)(=O)Nn2c3c(cc(-c4nc5ccccc5s4)c2=O)CCCCCC3)cc1	99	101	97	115	100	100	96	92	98
55	CC1=NN(c2cc(Cl)c(S(=O)(=O)O)cc2Cl)C(=O)C1N=Nc1ccc(S(=O)(=O)O)cc1 (centres undefined)	103	115	100	128	112	106	107	85	100
63	CC1(C)NC2=C(C(Nc3cccnc3)N1)C(c1ccc(F)cc1)C(C(=O)c1ccc(N=[N+]=[N-])cc1)O2 (centres undefined)	98	100	97	108	95	95	95	89	91

The order is random. Share with any hit: about 11%.
